# Source: PubChem BioAssay (The Scripps Research Institute Molecular Screening Center)
# CHRM1 agonist – human M1 muscarinic receptor agonists, primary screen, Fluo-8 calcium fluorescence, CHO-K1 cells, HTS. CHO-K1 hM1, agonist mode; 0% DMSO, 100% acetylcholine EC100. activation, % at 3 µM. actives 0.33% (n = 360,000). AID 588814, 2011;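 active = activation above the run's mean compound activation plus 3 SD, cut at about 16% in these data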;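 note: peak over basal fluorescence ratio within a 140 s kinetic read after compound addition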
# Target sequence (P11229 whole entry, looked up): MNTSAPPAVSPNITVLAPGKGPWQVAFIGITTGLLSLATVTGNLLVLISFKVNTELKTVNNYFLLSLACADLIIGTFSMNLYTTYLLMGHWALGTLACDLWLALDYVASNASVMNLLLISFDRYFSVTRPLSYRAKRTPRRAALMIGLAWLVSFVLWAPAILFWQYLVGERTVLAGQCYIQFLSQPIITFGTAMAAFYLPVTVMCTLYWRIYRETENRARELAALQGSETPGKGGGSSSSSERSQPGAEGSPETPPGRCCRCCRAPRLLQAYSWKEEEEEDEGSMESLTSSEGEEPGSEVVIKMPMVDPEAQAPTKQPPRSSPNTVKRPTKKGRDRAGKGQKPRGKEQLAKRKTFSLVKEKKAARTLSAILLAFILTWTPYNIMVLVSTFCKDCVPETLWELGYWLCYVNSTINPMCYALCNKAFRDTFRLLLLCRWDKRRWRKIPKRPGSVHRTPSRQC
# TAAR1 antag – human TAAR1 antagonists, primary screen, Fluo-8 calcium fluorescence, CHO RD-HGA16 cells; actives 1.5% (n = 360,000); AID 624466, 2012; Trace amine-associated receptor 1 (Homo sapiens), Q96RJ0; antagonist; inhibition, % at 3 µM;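 active = inhibition above a per-plate cutoff, the mean inhibition of test compounds on that plate plus 3 SD, cut at about 49% in these data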;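 note: 0% = DMSO plus EC80 beta-PEA response and 100% = DMSO alone without agonist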
# Target sequence (Q96RJ0 whole entry, looked up): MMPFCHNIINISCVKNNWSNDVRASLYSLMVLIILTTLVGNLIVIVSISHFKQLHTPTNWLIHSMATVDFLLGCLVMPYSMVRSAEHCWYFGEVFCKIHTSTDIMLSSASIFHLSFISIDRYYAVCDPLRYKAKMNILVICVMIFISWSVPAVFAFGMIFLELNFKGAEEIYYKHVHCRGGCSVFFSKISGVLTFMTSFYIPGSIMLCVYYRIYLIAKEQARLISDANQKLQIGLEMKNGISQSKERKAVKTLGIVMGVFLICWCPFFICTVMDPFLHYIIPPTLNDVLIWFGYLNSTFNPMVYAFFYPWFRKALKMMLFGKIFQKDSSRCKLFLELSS
#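 Material: CHO RD-HGA16 cells bearing hTAAR1; compound dosing: one-point dosing, 3 µM nominal final; schedule: dye loading 75 min at 37 °C, then 30 min room temperature; measured by: calcium fluorescence with Fluo-8; control set: vehicle and agonist controls; replication: n of 1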
# OXTR potentiator – human OXTR potentiators, primary screen, fluorescence, CHO-OTR cells, Fluo-8 calcium. activation, % at 3 µM. Oxytocin receptor (Homo sapiens), P30559. Fluo-8 calcium fluorescence, potentiator mode; 0% = oxytocin EC15, 100% = EC100. actives 0.061% (n = 320,000);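 active = activation above that plate's cutoff, the mean activation of tested compounds plus 3 SD, cut at about 6.6% in these data, passing the limit was not always enough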;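 note: 100% uses oxytocin at 75 nM as the full agonist control; some results filed as inactive read as strong as hits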
#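 Assay system: CHO cell line stably expressing human OTR. Reagent: EC15 oxytocin agonist. Dosing: single dose, 3.0 µM nominal final compound concentration. Timing: compound 6 min at room temperature before oxytocin, 100 s read. Signal: kinetic Fluo-8 calcium fluorescence. Controls: oxytocin EC15 low and EC100 high.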
# M1 ag parental – counter-screen for M1 agonists: effect in parental CHO-K1 cells; AID 602248, 2012; activation, % at 3 µM; Fluo-8 calcium fluorescence; scaled to maximal ATP response, vehicle zero; actives 0.48% (n = 360,000); in the data active = activation above about 15%;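 note: untransfected CHO-K1 host cells lacking M1 receptor as counterscreen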
# CHO-K1 Ca antag – nonselective inhibitor or artifact in parental CHO-K1 cells | ATP-induced calcium, Fluo-8 fluorescence | inhibition, % at 3 µM | actives 0.6% (n = 360,000);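 active = inhibition above a per-plate cutoff, the plate's mean sample inhibition plus 3 SD, cut at about 24% in these data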;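 note: 0% = DMSO plus EC80 ATP and 100% = DMSO alone without ATP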
# M1 antag – human M1 muscarinic receptor antagonists, primary screen, CHO-K1 cells, Fluo-8 calcium fluorescence, 1536-well. CHO-K1 hM1, ACh EC80 antagonist. inhibition, % at 3 µM. actives 1.3% (n = 360,000). Muscarinic acetylcholine receptor M1 (Homo sapiens), P11229;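 active = percent inhibition above its own plate's cutoff, namely the mean of that plate's compound wells plus 3 SD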;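 note: peak over basal fluorescence ratio during 140 s after agonist addition; 0% = ACh EC80 plus DMSO and 100% = DMSO alone without agonist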
# TAAR1 agonist – human TAAR1 agonists, primary screen, Fluo-8 calcium fluorescence, CHO RD-HGA16 cells. Trace amine-associated receptor 1 (Homo sapiens), Q96RJ0. vehicle wells 0%, saturating PEA agonist 100%. activation, % at 3 µM. actives 0.99% (n = 360,000). AID 624467, 2012;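 active = activation above the mean activation of all test compounds in the run plus 3 SD, cut at about 38% in these data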
#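 Assay system: CHO-derived RD-HGA16 cells with stable Gα16 and human TAAR1; timing: 17-24 h seeding, 75 min 37 °C dye, 30 min RT; read-out: % activation from peak over basal fluorescence ratio, DMSO-to-PEA scaled; measured by: kinetic Fluo-8 calcium fluorescence; benchmarks: low control DMSO, high control PEA (EC100); doses: 3 µM single concentration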
# CHO parental Ca – ATP-evoked calcium signal inhibitors, parental CHO, primary screen, counter-screen for OX1R antagonist project, cell-based, fluorescence, Fluo-8 calcium dye; inhibition, % at 5.6 µM; actives 0.63% (n = 330,000); AID 463079, 2010; parental CHO-K1, ATP-induced calcium, Fluo-8 fluorescence;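 active = inhibition above that plate's mean sample inhibition plus 3 SD, cut at about 26% in these data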;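 note: 0% = ATP-challenged DMSO wells and 100% = DMSO wells without ATP; some compounds past the cut are filed as inactive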
#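 Assay system: untransfected parental CHO cell line. Also added: ATP agonist challenge. Dosing: one dose, 5.6 µM nominal. Measured by: Fluo-8 fluorescence. Read-out: % inhibition. Benchmarks: ATP wells versus no-ATP DMSO wells. Repeats: no replicates.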
# M1 PAM parental – nonselective calcium activators in parental CHO-K1 cells, primary screen, counter-screen for M1 PAM project, cell-based, Fluo-8 calcium fluorescence, full deck, 1536-well; actives 0.02% (n = 360,000); AID 602247, 2012; activation, % at 3 µM; ATP EC20; 0% at ATP EC20, 100% at ATP max;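 active = activation above the run cutoff, the mean activation of all test compounds plus 3 SD, cut at about 40% in these data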;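 note: peak over basal fluorescence ratio in a 140 s read after ATP addition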
# Active calls of the source: *; x = no result given.
SMILES,CHRM1 agonist,TAAR1 antag,OXTR potentiator,M1 ag parental,CHO-K1 Ca antag,M1 antag,TAAR1 agonist,CHO parental Ca,M1 PAM parental
CC(=O)Oc1cccc(N2C(=O)C3C4C=CC(C4=C(C)C)C3C2=O)c1 (stereo not given),2,7,-5,0.1,17,2,7,-5,-6
FC(F)(F)c1cccc(Cc2noc(CN3CCCCC3c3ccccn3)n2)c1 (stereo not given),-9,-3,-12,1.2,-9,-2,7,-34,16
Cc1cc(=O)n2[nH]c(-c3cccnc3)nc2n1,x,-25,-2,x,x,x,3,3,x
O=C(NCc1ccccn1)C1CCN(S(=O)(=O)c2ccccc2C(F)(F)F)CC1,0,-21,x,0.5,-1,-8,2,x,-8
COC(=O)c1cc(S(=O)(=O)Nc2ccc(C)cn2)c[nH]1,-3,-11,-1,0.4,-15,-4,5,-9,14
CCCn1c(SCC(=O)Nc2nnc(CC)s2)nnc1-c1ccncc1,-6,6,-2,5.1,7,0,4,-3,10
COc1ccccc1C(=O)NC(=O)COc1ccc([N+](=O)[O-])cc1,-3,-4,-10,1.8,-14,-2,-1,-1,16
CCOc1ncccc1C(=O)Nc1cccc(S(=O)(=O)NC2=NCCC2)c1,-2,-6,4,0.0,7,15,4,-20,-12
O=C(NCCOc1ccccc1F)c1cc([N+](=O)[O-])ccc1N1CCOCC1,1,6,-12,3.0,-4,-18,1,-11,0
O=C(CSc1nnc(NC(=O)C2CC2)s1)Nc1ccc(F)cc1F,-2,-32,-4,1.1,-10,-6,2,-6,0
CC(=O)OCC1(C)CN(c2ccccc2)N(C(=O)c2ccc(F)cc2)C1=O (stereo not given),-1,-10,-4,1.2,-9,-4,0,-8,10
CN(C)c1ccc(/C=N/NC(N)=S)cc1[N+](=O)[O-],-4,1,-9,1.5,-5,-8,3,0,-5
Cc1cccc(CCNC(=O)c2cc(S(=O)(=O)N3CCCC3)cn2C)c1,-2,-29,-1,0.6,9,-6,21,-16,-3
CN(C)/C=C\C(=C/C(=O)C(F)(F)F)Nc1ccccc1Oc1ccccc1,-5,15,3,0.5,-12,-10,14,-18,0
COc1ccc(CC(=O)Oc2ccc(Cl)cc2Br)cc1S(=O)(=O)N1CCOCC1,-1,-15,1,3.0,-9,-1,5,1,0
O=C(c1cc([N+](=O)[O-])ccc1N1CCCC1)N1CCCC1,-1,-16,-10,1.1,-9,0,4,-5,10
COc1ccc(CCNC(=O)C2CCC(=O)N(CC3CCCCC3)C2)cc1 (stereo not given),-2,-11,x,1.5,-7,-3,-1,x,23
CC(=O)c1ccc(OCC(=O)c2cc(C)n(-c3ccc4c(c3)OCO4)c2C)cc1,-8,10,-6,10,14,22,4,53*,8
CCOc1ccc(S(=O)(=O)NCCC(=O)NCCc2ccc(OCC)c(OCC)c2)cc1,-3,6,2,0.1,13,-5,1,-31,3
O=C(NNS(=O)(=O)c1ccc([N+](=O)[O-])cc1)C1CCCCC1,-3,-11,-2,0.7,4,-12,1,9,-9
Cc1cnc(C(=O)Nc2ccc(C(=O)N3CCCCC3)cc2)cn1,-2,-9,-13,0.4,-4,-5,1,-4,-1
COc1ccc2[nH]c3c(c2c1)CCN1C(=O)C(CC(=O)NCCc2ccccn2)C[C@H](C(=O)N2CCOCC2)[C@@]31CCC1CCCC1 (stereo not given in full),7,-11,x,-0.5,7,-6,0,-30,-10
COC(=O)c1ccccc1NC(=S)N1CCN(c2ccccc2)CC1,-6,-17,-6,2.1,-19,-11,1,-3,20
O=C(CSc1n[nH]c(=O)n1-c1ccc2c(c1)OCCO2)Nc1ccccc1,-1,-14,2,1.0,-6,-12,10,-15,6
CCC1CCCCN1C(=O)CSc1nc(N)cc(N)n1 (stereo not given),1,15,-11,-0.3,-11,8,0,-7,11
COc1ccc(OCCn2c(C)nc3ccccc32)cc1,-4,1,x,1.7,14,-7,3,x,-8
CCOC(=O)C1CCCN(S(=O)(=O)c2ccc3ccccc3c2)C1 (stereo not given),-3,x,-14,2.6,-14,-8,x,3,14
CCOC(=O)c1cnc(SCc2nc(N)nc(Nc3ccccc3)n2)nc1N,-3,0,1,1.0,-6,-8,11,-27,12
O=C(NCc1ccccc1Cl)C1CCC(=O)N(CC2CCCCC2)C1 (stereo not given),-1,-5,-10,0.8,3,-7,1,0,-3
Cc1ccc(CNCc2ccccc2Cl)cc1,-3,-3,-13,0.0,6,-9,23,-26,-9

# The last 4 entries of the section above lead into the next:
SMILES,CHRM1 agonist,TAAR1 antag,OXTR potentiator,M1 ag parental,CHO-K1 Ca antag,M1 antag,TAAR1 agonist,CHO parental Ca,M1 PAM parental
CCOC(=O)C1CCCN(S(=O)(=O)c2ccc3ccccc3c2)C1 (stereo not given),-3,x,-14,2.6,-14,-8,x,3,14
CCOC(=O)c1cnc(SCc2nc(N)nc(Nc3ccccc3)n2)nc1N,-3,0,1,1.0,-6,-8,11,-27,12
O=C(NCc1ccccc1Cl)C1CCC(=O)N(CC2CCCCC2)C1 (stereo not given),-1,-5,-10,0.8,3,-7,1,0,-3
Cc1ccc(CNCc2ccccc2Cl)cc1,-3,-3,-13,0.0,6,-9,23,-26,-9
CCN(C(=O)Cn1ccc(C(F)(F)F)n1)c1c(N)n(Cc2ccccc2)c(=O)[nH]c1=O,-1,-20,-10,1.2,-11,-4,3,-5,0
Cc1ccc(NC(=O)CN2CCN(C(=O)c3ccco3)CC2)cc1S(=O)(=O)N(C)C,-6,-18,x,0.7,-9,1,4,x,10
Cc1nn(-c2ccccc2)c2nc(N)c(C#N)c(-c3ccc(C(C)(C)C)cc3)c12,0,-47,-6,0.6,2,7,3,-17,18
Nc1nc(NC(=O)CCC(=O)O)nn1-c1ccccc1,-2,-3,1,0.2,1,-27,1,-5,-9
COc1ccc(OC)c(NC2=NC3(CCCCC3)N=C(N)N2)c1,-5,-14,-4,0.6,-19,-15,6,-7,18
NC(=O)COC(=O)/C=C/c1ccc(S(=O)(=O)N2CCCCCC2)cc1,0,-11,-8,0.8,-9,-14,1,3,15
NC(=O)c1ccc(NC(=O)CS(=O)(=O)c2cn(CC(=O)N3CCCCC3)c3ccccc23)cc1,-1,-5,-3,-0.2,22,-1,0,-7,-17
COc1ccccc1C(CNC(=O)c1ccc(S(=O)(=O)N2CCCCC2)cc1)N(C)C (stereo not given),-7,-11,3,0.8,-29,5,1,-14,16
CC(C)c1cccc(C(C)C)c1NC(=O)CN1C(=O)NC2(CCCC2)C1=O,-4,4,-2,-0.5,-12,1,-2,-6,-15
Cc1ccc(N2C(=O)N(CC(=O)N3CCOCC3)C(=O)C2C)cc1 (stereo not given),-4,2,-3,1.1,-12,-1,0,-1,4

# Structures above that contain two or more sulfur atoms, in the order listed:
SMILES,CHRM1 agonist,TAAR1 antag,OXTR potentiator,M1 ag parental,CHO-K1 Ca antag,M1 antag,TAAR1 agonist,CHO parental Ca,M1 PAM parental
CCCn1c(SCC(=O)Nc2nnc(CC)s2)nnc1-c1ccncc1,-6,6,-2,5.1,7,0,4,-3,10
O=C(CSc1nnc(NC(=O)C2CC2)s1)Nc1ccc(F)cc1F,-2,-32,-4,1.1,-10,-6,2,-6,0

# (list continues)
SMILES,CHRM1 agonist,TAAR1 antag,OXTR potentiator,M1 ag parental,CHO-K1 Ca antag,M1 antag,TAAR1 agonist,CHO parental Ca,M1 PAM parental
CCOc1cc(S(=O)(=O)n2cc(-c3ccc(F)cc3)c(N)n2)cc(OCC)c1OCC,-6,-2,-10,-0.1,-4,-46,-1,-19,8
Cc1ccc(C(=O)C(C)OC(=O)Cn2[nH]c(=O)c3ccccc3c2=O)cc1C (stereo not given),-3,-19,-1,2.6,2,-6,-1,-26,10
C/C=C/C(=O)OCC(=O)NC(=O)NC(C)C,-3,9,-13,0.1,-10,-12,3,-5,7
COc1ccc(C(=O)CC(c2ccccc2)C2C(=O)CCCC2=O)cc1 (stereo not given),-6,-11,-3,0.6,-12,-1,8,-16,17
CC(NC(=O)CN1CCN(S(=O)(=O)c2ccc(Br)cc2)CC1)c1ccccc1 (stereo not given),-3,-16,-11,1.0,5,-3,2,-8,-21
CCOC(=O)c1c(C)[nH]c(C(=O)OCC(=O)NCc2ccc(OC)c(OC)c2)c1C,-1,-5,-5,1.3,17,-14,-1,-21,-5
CCN(CC)S(=O)(=O)c1ccc(N/N=C/c2ccccc2OCC(=O)O)c([N+](=O)[O-])c1,-2,-17,-12,-0.6,6,11,7,-2,-13
CCc1cc2c(=O)[nH]c(-c3ccncc3)nc2s1,-7,-9,-10,3.5,6,10,-1,-15,16
S=C(Nc1ccccn1)Nc1ccccc1Cl,-9,1,1,-0.5,15,-4,10,-4,-10
COCCNC(=O)C1CC(c2ccccc2[N+](=O)[O-])=NO1 (stereo not given),-2,-2,-4,0.9,-11,-9,11,-11,21
CCCCNC(=O)/C=C1\Sc2ccccc2NC1=O,-6,5,-5,0.4,-10,-11,-1,-12,18
O=C(CCCN1C(=O)NC2(CCCC2)C1=O)Nc1ccc(F)cc1,-1,13,-4,0.1,4,10,-2,-2,1
